HSP90 inh = inhibitors of HSP90 luciferase refolding in rabbit reticulocyte lysate | inhibition, % at 5.6 µM | AID 1789 | actives 0.91% (n = 290,000) | luciferase refolding luminescence, 3 h;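 active = inhibition above the screen-wide mean plus 3 SD, computed separately per campaign, cut at about 16% in these data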;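 also: 0% = DMSO wells and 100% = 60 µM geldanamycin wells; inhibitors lower the luminescence because luciferase stays unfolded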
KLF5 inh = suppresses KLF5 promoter-driven expression; DLD-1 KLF5 promoter-luciferase reporter, luminescence; AID 1700; inhibition, % at 5 µM; actives 0.23% (n = 290,000);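 active = inhibition above a per-plate limit of that plate's mean compound inhibition plus 3 SD, cut at about 60% in these data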;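 also: 0% = DMSO wells and 100% = LY294002 at 200 µM; higher means less KLF5 promoter-driven luciferase light; inactives centre near -14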
SKKanGAS inh = inhibitors of SKKanGAS S. pyogenes growth in kanamycin (SK-promoter or general growth effect); AID 1662; BacTiter-Glo, 6 h; inhibition, % at 7.5 µM; actives 1.3% (n = 300,000);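 active = mean replicate score, as percent of positive control median, at least 50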;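 also: strain carries kanamycin resistance gene driven by streptokinase promoter and grows in 40 µg/ml kanamycin; loss of luminescence reflects streptokinase promoter inhibition or plain growth inhibition; 0% = median of DMSO wells and 100% = positive control at its reference dose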
HSF1 activator = increases HSF-1 driven luciferase reporter signal; activation, % at 9 µM; actives 1.7% (n = 300,000); AID 504408; NIH3T3-HGL HSF-1 luciferase reporter, MG132, 8 h; 100% = twice DMSO control signal;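 active = mean replicate activation of at least 50% with a set share of replicates each reaching 50%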;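 also: 0% = median of the neutral control wells and 100% = twice that signal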
HSF1 inh = HSF1 inhibition; NIH3T3-HGL HSE-luciferase, MG132-induced, luminescence 8 h; active compounds read low; activity change, negative = inhibition, % at 7.5 µM (by protocol); actives 0.77% (n = 300,000); AID 2098;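 active = more than half of replicate wells show activity change below -50%, luminescence cut by over half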;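 also: luciferase reports HSF-1 transcriptional activity via heat shock element; 0% = median of DMSO wells and -100% = zero luminescence signal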
IEC-6 cytotox = counter-screen for KLF5 inhibitors: cytotoxicity in IEC-6 cells | IEC-6 cytotoxicity, luminescence viability | inhibition, % at 5 µM | actives 0.78% (n = 290,000) | AID 1825; in the data active = inhibition above about 22%;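 also: 0% = plate median of test compound wells and 100% = cytotoxic reference compound wells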
AI-2 QS modul = modulates the Vibrio harveyi AI-2 quorum sensing system; AID 2094; Vibrio harveyi JMH597 AI-2 luminescence/OD600 ratio, 9 h; active compounds read low; strain lacks LuxN and CqsS sensors; 0 = neutral-control median; activity change, % at 7.5 µM; actives 0.4% (n = 300,000); in the data active = activity change below about -75%, passing the limit was not always enough;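 also: luminescence divided by OD600 gain over 9 h not by final OD600 alone; inactives centre near 13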
HIF act = HIF pathway transcriptional activation. U2OS HRE-luciferase reporter, luminescence; normalized: DMSO 0%, desferrioxamine 100%. activation, % at 7.5 µM (by protocol). actives 0.32% (n = 300,000). AID 1910;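 active = mean activation of at least 10% of the iron chelator positive control signal, with at least half of replicates also reaching 10%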
aSyn 5UTR inh = MLPCN primary screen, SNCA 5' untranslated region; alpha-synuclein 5'UTR reporter, inhibitor activity; inhibition, % (tested at 7.5 µM); actives 0.82% (n = 300,000); AID 1813; in the data active = inhibition above about 60%;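 also: H4 neuroglioblastoma cells stably carrying SNCA 5'UTR luciferase fusion; 0% = DMSO wells and 100% = positive control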
Platelet DG rel = platelet dense granule release activity; human platelet-rich plasma, SFLLRN dense granule ATP release, luminescence; inhibition, %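 (compounds screened at 7.5 µM in platelet-rich plasma)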; actives 0.22% (n = 300,000); AID 1663;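 active = mean replicate score, as percent of positive control, at or above 50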
An asterisk follows results filed as active; x = no result given.

Fields – HSP90 inh	KLF5 inh	SKKanGAS inh	HSF1 activator	HSF1 inh	IEC-6 cytotox	AI-2 QS modul	HIF act	aSyn 5UTR inh	Platelet DG rel
#1 CC1OC(OC2C(CO)OC(OC3C(CO)OC(O)C(O)C3O)C(O)C2O)C(O)C(O)C1N[C@@H]1C=C(CO)[C@@H](O)C(O)[C@H]1O (stereo not given in full)
→ -6.5	-16.8	-2.9	-11.8	-5.8	-8.0	4.9	-0.3	4.0	-0.5
#2 O=C(NC1CCCC1)C1CC(=O)N(c2ccccc2)C1 (stereo not given)
→ -3.4	0.9	1.4	-16.1	-3.4	-2.4	12.2	-7.8	1.0	-6.2
#3 CCC(C)(C)NC(=O)CC(c1ccc(OC)cc1)n1cccc1 (stereo not given)
→ -0.9	-17.7	-3.1	-4.8	-4.8	2.6	18.7	-0.2	14.8	-1.0
#4 COc1ccc(CCN(C)C(=O)c2cncc(Br)c2)cc1OC
→ -0.8	23.2	-3.0	15.2	-4.3	-0.3	6.8	-0.1	6.4	6.0
#5 Cc1cc(C)c(NC(=O)c2ccc(CN3CCc4ccccc4C3)cc2)c(C)c1
→ 0.9	-19.6	-2.2	-10.8	-3.6	-1.1	27.6	0.0	14.4	-1.2
#6 Cc1oc(-c2ccccc2F)nc1CSCC(=O)NCc1ccc2c(c1)OCO2
→ -3.6	-26.1	-11.7	-1.2	-2.9	-9.1	16.5	0.6	-10.0	-7.8
#7 Cc1ccc(S(=O)(=O)c2cc3c(=O)n4ccccc4nc3n(C)c2=N)cc1C
→ 4.6	-16.7	2.1	0.8	-6.4	1.5	11.4	0.0	1.5	3.7
#8 COc1ccccc1NC(=O)CCNS(=O)(=O)c1ccc2c(c1)CCN2C(C)=O
→ 0.0	-1.8	4.5	1.5	-8.6	-10.5	21.9	0.1	-6.3	-11.2
#9 O=C(Nc1nc2c(F)cc(F)cc2s1)C1COc2ccccc2O1 (stereo not given)
→ -6.3	-58.8	6.6	5.8	5.2	-0.5	25.3	0.5	-51.5	6.7
#10 Cc1ccc(C(C)C)c(O)c1
→ x	x	-3.0	7.4	-1.9	x	-0.4	-0.1	4.2	-0.8
#11 O=C(c1ccc2c(=O)n(Cc3ccc4c(c3)OCO4)c(=S)[nH]c2c1)N1CCCCC1
→ -0.1	-40.9	7.6	-18.7	-4.1	0.9	7.0	0.0	-9.2	3.6
#12 CCN(CC)CCn1c(=N)n(CC(O)c2ccco2)c2ccccc21 (stereo not given)
→ -3.4	-39.7	-6.0	-4.7	-5.4	4.5	13.0	0.1	4.1	1.4
#13 CC(C)C(=O)NNC(=O)CSc1nnc(-c2ccccc2)c(-c2ccccc2)n1
→ -5.3	-34.8	0.4	0.7	-6.1	-10.2	22.6	0.1	7.1	-3.4
#14 O=C(NCc1ccc2c(c1)OCO2)c1cc(-c2ccccc2)c(N2CCOCC2)s1
→ 0.8	-7.4	-4.5	7.4	1.6	-8.7	46.3	0.1	-14.6	-2.0
#15 Nc1cnccc1Oc1cccc(C(F)(F)F)c1
→ x	x	7.0	-7.4	-7.3	x	1.2	-0.5	8.9	2.0
#16 O=C(c1ccc(Cl)nc1)N1CCN(C/C=C/c2ccccc2)CC1
→ -0.1	-25.8	0.4	-3.6	-4.8	-6.9	-17.9	0.3	16.8	4.4
#17 CCCn1c(N)c(N(CCOC)C(=O)c2ccccc2)c(=O)[nH]c1=O
→ -6.5	-15.9	-5.2	3.0	2.1	0.0	22.3	-0.4	-7.2	1.0
#18 O=C(CN1CCN(Cc2ccccc2)CC1)NC(c1ccccc1)c1ccccc1
→ 5.6	-29.2	-2.7	-20.3	-2.8	-5.8	-7.4	0.1	-1.4	2.7
#19 Cc1ccc(NC(=O)COC(=O)c2nn(C)cc2Cl)cc1
→ 0.7	-1.5	-0.4	11.1	-11.1	-2.2	-5.3	-0.1	-7.2	-0.7
#20 CCOCCCNC(=O)c1ccc2c(c1)N(Cc1ccccc1)C(=O)CS2=O (stereo not given)
→ 0.1	-8.5	-5.0	-15.0	-4.9	-4.9	23.9	-0.3	-2.2	0.0

Going on with the list.
Fields – HSP90 inh	KLF5 inh	SKKanGAS inh	HSF1 activator	HSF1 inh	IEC-6 cytotox	AI-2 QS modul	HIF act	aSyn 5UTR inh	Platelet DG rel
#21 COc1ccc(C(=O)Oc2cc3c4c(c2)C(C)=CC(C)(C)N4C(=O)C3=O)cc1OC
→ -0.3	-19.6	-2.2	17.7	-4.1	-2.1	-3.0	-0.1	18.3	0.8
#22 O=C(Nc1ccc(Cl)cc1)Nc1ccccc1CC[N+](=O)[O-]
→ -1.6	-32.5	-13.8	x	x	2.4	8.5	0.3	-96.8	-4.3
#23 CC1CC(=O)N(c2ccc(NCc3ccccc3Cl)c([N+](=O)[O-])c2)C1=O (stereo not given)
→ 2.6	-10.4	2.4	10.4	13.1	-1.7	20.4	-0.1	32.7	11.8
#24 COc1ccc(C(=O)N2CCN(c3ncccn3)CC2)cc1[N+](=O)[O-]
→ -3.2	-18.8	3.4	3.9	-3.4	5.0	21.8	-3.9	2.6	5.5
#25 CC(C)NC(=O)c1ccc(C(C)C)cc1
→ 3.1	-27.0	-8.5	-20.1	-7.3	-1.8	12.5	-3.3	-16.7	-5.2
#26 COc1ccc(C2=NOC(C(=O)NCc3cccnc3)C2)cc1 (stereo not given)
→ -3.5	-29.1	-3.4	0.4	-8.2	-0.4	22.4	0.2	-8.0	3.1
#27 Cc1c2cccn2cc[n+]1C
→ -0.9	-9.3	2.5	-14.9	-3.9	-2.5	8.1	0.3	24.7	9.7
#28 Cc1ccc(OCC(O)CN2CCN(CC(O)COc3ccc(C)cc3Cl)CC2)c(Cl)c1 (stereo not given)
→ -0.6	-37.7	-1.3	5.2	0.6	-3.7	11.8	x	40.4	11.9
#29 Cc1nnc(NC(=O)C2CCCCC2)s1
→ -4.2	-10.3	-6.6	-7.3	-6.2	-7.5	5.5	1.1	24.7	3.5
#30 Cc1ccc2nc(CSc3nc(C)cc(C)c3C#N)[nH]c2c1
→ 11.3	-39.8	-7.7	-27.4	-26.7	4.3	-16.0	0.7	-69.7	-3.0
#31 S=C(Nc1ccc(Oc2ccccc2)cc1)N1CCN(c2ccccn2)CC1
→ -0.1	-15.6	10.0	-10.3	-6.5	3.2	2.6	-0.1	-14.0	7.4
#32 COc1ccc(Oc2cc(C)nc(Cl)n2)nn1
→ 0.2	-17.6	-16.6	23.8	6.5	-4.3	42.5	-1.8	-2.8	-6.5
#33 CCC(=O)c1cc(F)c(N2CCN(C(=O)c3ccco3)CC2)cc1C
→ -0.5	-16.4	-4.0	5.5	4.7	-2.8	14.1	1.4	-37.0	10.6
#34 CSc1ccc(CN(C)CC(=O)NCc2ccc(F)cc2)cc1
→ 0.9	3.4	-18.5	-12.2	-1.7	-3.1	-13.6	-0.7	30.0	-2.1
#35 O=C1CC(c2cccs2)c2cc3c(cc2N1)OCCO3 (stereo not given)
→ -2.4	-15.3	3.4	-7.3	-7.1	0.9	8.2	1.3	12.9	-3.6
#36 Cc1ccc(N=CC=C2OC(C)(C)C(C)(C)O2)c(C)c1
→ 2.3	-5.5	-7.6	35.9	12.4	3.5	24.5	-0.2	-19.5	20.4
#37 Cc1ccc(C)n1-c1nnc(N2CCC(C(=O)NCCCN3CCN(C)CC3)CC2)s1
→ -3.8	-22.4	11.3	7.5	-2.3	-2.1	15.2	-0.1	-5.4	1.4
#38 O=C(c1cnccn1)N(c1ccccc1)C1(C(=O)NC2CCCCC2)CCCCC1
→ 0.7	-0.6	-1.2	7.2	-2.5	4.4	12.0	-0.2	3.1	1.6
#39 COc1cccc(OCC(O)CN2CCC(Cc3ccccc3)CC2)c1 (stereo not given)
→ 3.4	23.8	-2.5	-2.3	-3.3	1.1	12.9	0.7	15.8	4.4
#40 Cc1nnc(C)n1/N=C/c1cccc(Oc2ccccc2)c1
→ -2.1	-0.4	5.9	1.0	6.9	-7.5	36.1	0.1	24.5	-6.2

Pulled by compound from the entries so far (two):
Fields – HSP90 inh	KLF5 inh	SKKanGAS inh	HSF1 activator	HSF1 inh	IEC-6 cytotox	AI-2 QS modul	HIF act	aSyn 5UTR inh	Platelet DG rel
#36 Cc1ccc(N=CC=C2OC(C)(C)C(C)(C)O2)c(C)c1
→ 2.3	-5.5	-7.6	35.9	12.4	3.5	24.5	-0.2	-19.5	20.4
#22 O=C(Nc1ccc(Cl)cc1)Nc1ccccc1CC[N+](=O)[O-]
→ -1.6	-32.5	-13.8	x	x	2.4	8.5	0.3	-96.8	-4.3

(continued)
Fields – HSP90 inh	KLF5 inh	SKKanGAS inh	HSF1 activator	HSF1 inh	IEC-6 cytotox	AI-2 QS modul	HIF act	aSyn 5UTR inh	Platelet DG rel
#41 C=CCOC(=O)CN1C(=O)c2ccccc2C1=O
→ 3.9	-4.5	-6.7	7.6	4.1	-6.2	12.2	-0.5	21.0	3.2
#42 O=C(Nc1nc2ccc(F)cc2s1)c1cccs1
→ 5.0	-168.6	8.5	79.5*	34.8	7.3	17.5	-0.1	-222.9	2.6
#43 O=c1cc(CO)oc(C(Nc2ccccn2)c2cccc(F)c2)c1O (stereo not given)
→ -4.2	7.0	-2.9	11.3	4.6	-4.7	4.6	-0.4	-10.9	-29.3
#44 Cc1noc(C)c1COC(=O)c1ccc(-c2nc3ccccc3s2)s1
→ 0.0	-11.4	-0.5	8.8	13.3	1.1	1.1	1.6	-205.6	-6.7
#45 COc1ccc(N(C)C(=O)c2sc(Cl)nc2C)cc1
→ -1.5	-20.9	-3.0	-8.7	-2.4	5.5	16.0	-0.7	16.3	22.3
#46 COc1ccc(OC)c(-c2csc(NC(=O)Cc3ccccc3OC)n2)c1
→ 0.9	-2.0	4.3	6.0	12.6	-5.1	6.6	-0.5	-19.1	2.3
#47 O=C(C1CCN(S(=O)(=O)c2ccc(Cl)cc2)CC1)N1CCCC1
→ 0.2	-18.1	-0.6	-0.1	-6.2	1.6	-4.3	-4.4	12.9	6.3
#48 COc1cc(C(CCN2CCN(c3ccccc3)CC2)c2c(OC)cc(OC)c3c(C)cc(=O)oc23)cc(OC)c1OC (stereo not given)
→ x	x	10.0	-1.3	5.3	x	5.3	-0.2	20.5	9.4
#49 CC(C)OC(=O)Cn1cc(C#N)c2ccccc21
→ 1.2	-37.7	3.0	-1.6	-0.4	-1.2	1.9	-0.5	1.2	-2.8
#50 Cc1cnc(NC(=O)c2cc3c(C)nn(Cc4ccccc4Cl)c3s2)s1
→ -3.3	5.9	54.2*	15.6	11.8	-6.4	20.2	-0.1	0.6	1.4
#51 NC(=O)c1ccccc1NC(=O)CCn1c(=S)oc2ccccc21
→ 2.7	8.3	6.5	22.1	16.3	0.8	17.5	0.4	-5.8	-0.9

Screens from PubChem.

Not a hit list, and some 6% of all compounds hit somewhere here.
